High-throughput results: PubChem, several laboratories
sPLA2-III inh = human group III sPLA2 inhibitors, primary screen, biochemical, QFRET, BODIPY PC-A2 liposome substrate; Group 3 secretory phospholipase A2 (Homo sapiens), Q9NZ20; QFRET BODIPY PC-A2 liposome hydrolysis, fluorescence; inhibition, % at 12.2 µM; hit rate 0.56% among 370,000;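 active = inhibition above mean plus 3 SD of compounds lying within the high and low control bounds, cut at about 19% in these data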;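 note: 0% = median of test compound wells and 100% = no enzyme DMSO wells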
Target sequence (Q9NZ20 whole entry, looked up): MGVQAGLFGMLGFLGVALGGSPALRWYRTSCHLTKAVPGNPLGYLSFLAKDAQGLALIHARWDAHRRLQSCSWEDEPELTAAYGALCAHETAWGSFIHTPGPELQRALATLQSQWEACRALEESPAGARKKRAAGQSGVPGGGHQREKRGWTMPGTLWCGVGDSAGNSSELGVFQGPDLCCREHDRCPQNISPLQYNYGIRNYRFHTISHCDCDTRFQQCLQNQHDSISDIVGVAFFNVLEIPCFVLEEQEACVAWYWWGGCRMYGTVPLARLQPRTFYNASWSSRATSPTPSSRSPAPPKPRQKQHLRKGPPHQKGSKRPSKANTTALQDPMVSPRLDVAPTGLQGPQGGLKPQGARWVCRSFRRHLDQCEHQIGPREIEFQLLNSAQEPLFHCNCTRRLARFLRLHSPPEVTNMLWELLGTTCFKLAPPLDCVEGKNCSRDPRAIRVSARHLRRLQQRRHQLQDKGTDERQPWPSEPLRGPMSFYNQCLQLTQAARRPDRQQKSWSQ
hgDAF-12 ag = H. glycines DAF-12 receptor agonists, primary screen, cell-based, luminescence, HEK293, GAL4 fusion, UAS-luciferase; Nuclear hormone receptor DAF-12 (Heterodera glycines), GAL4 fusion; HEK293 GAL4-hgDAF12 UAS-luciferase reporter, agonist luminescence; normalized to butyrate control; activation, % at 6.8 µM; hit rate 1.8% among 370,000;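 active = activation above a cutoff set at the mean of all screened compounds plus 3 SD, cut at about 10% in these data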;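 note: 0% = DMSO wells and 100% = sodium butyrate wells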
DAX1 inh-1 = DAX1 (NR0B1) inhibitors, primary screen, cell-based, HEK293, Gal4-DAX1, luciferase luminescence; HEK293 Gal4-DAX1 luciferase reporter; inhibition, % at 6.75 µM; hit rate 0.99% among 340,000; AID 504766, 2011;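 active = inhibition above the mean over all tested compounds plus 3 SD, cut at about 4.2% in these data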;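 note: 0% = DAX1-transfected cells with DMSO and 100% = empty-vector control cells with DMSO; inhibition shows as a rise in luminescence from relieved DAX1 repression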
GAA850 FXN act = FXN promoter activators, primary screen, cell-based, luciferase luminescence, HEK293 lucGAA850 | HEK293 lucGAA850 FXN promoter luciferase reporter, 24 h; percent of 10 µM SAHA response | activation, % at 6 µM | hit rate 0.56% among 360,000;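 active = activation above the average of all compounds screened plus 3 SD, cutoff fixed separately per campaign, cut at about 7.5% in these data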;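 note: 0% = DMSO wells and 100% = 10 µM SAHA wells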
ssDAF12 agonist = S. stercoralis DAF-12 nuclear receptor activators, primary screen, cell-based, luminescence, HEK293, GRIP1 co-expression, lit1-tk-luc. hit rate 1% among 370,000. Nuclear hormone receptor DAF-12 (Strongyloides stercoralis). AID 652126, 2013. HEK293 ssDAF-12/GRIP1 lit1-tk-luc reporter; % of 3 µM dafachronic acid response. activation, % at 6.8 µM;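 active = activation above the mean over all tested compounds plus 3 SD, cut at about 0.9% in these data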;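 note: 0% = DMSO-only wells and 100% = 3 µM delta7-dafachronic acid wells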
GC-B act = human GC-B receptor activators, primary screen, HEK293 GC-B cells, cGMP TR-FRET, EC30 CNP | Atrial natriuretic peptide receptor 2 (Homo sapiens), P20594 | hit rate 0.11% among 370,000 | 0% at EC30 CNP, 100% saturating CNP | activation, % at 10 µM;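 active = activation at 10 µM reaching about 35% in either raw or pattern-adjusted values, limit read from the data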
ADAM10 inh = human ADAM10 inhibitors, primary screen, biochemical, QFRET, HTS. recombinant ADAM10, EDANS/DABCYL FRET peptide cleavage, 3 h. Disintegrin and metalloproteinase domain-containing protein 10 (Homo sapiens), O14672. hit rate 0.62% among 370,000. inhibition, % at 7 µM;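 active = inhibition above a per-campaign cutoff equal to the mean of compounds falling between control-based bounds plus 3 SD, cut at about 20% in these data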;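 note: 0% = DMSO wells while the 100% control is not disclosed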
Target sequence (O14672 214-748 limits assumed): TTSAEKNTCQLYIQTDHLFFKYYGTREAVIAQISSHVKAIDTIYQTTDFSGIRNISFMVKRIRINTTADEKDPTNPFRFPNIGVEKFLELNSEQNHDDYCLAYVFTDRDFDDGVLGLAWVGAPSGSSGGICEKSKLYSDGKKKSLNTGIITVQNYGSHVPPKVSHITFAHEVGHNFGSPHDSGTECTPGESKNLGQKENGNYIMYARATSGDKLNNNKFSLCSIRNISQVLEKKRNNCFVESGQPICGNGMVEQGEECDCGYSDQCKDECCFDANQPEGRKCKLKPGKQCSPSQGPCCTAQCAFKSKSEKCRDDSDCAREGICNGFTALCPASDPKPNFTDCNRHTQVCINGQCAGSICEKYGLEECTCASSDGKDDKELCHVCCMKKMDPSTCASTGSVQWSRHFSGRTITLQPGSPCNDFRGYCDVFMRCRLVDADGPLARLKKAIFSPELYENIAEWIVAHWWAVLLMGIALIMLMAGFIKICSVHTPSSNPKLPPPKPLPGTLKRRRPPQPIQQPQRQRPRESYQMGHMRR
DAX1 inh-2 = DAX1 (NR0B1) inhibitors on StAR promoter, primary screen, cell-based, luminescence, SF-1 (NR5A1), full-length DAX-1 | hit rate 1.1% among 370,000 | inhibition, % at 6.8 µM | HEK293T StAR-luciferase reporter, SF-1/DAX-1 repression relief | AID 652010, 2013;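 active = inhibition above the mean over all tested compounds plus 3 SD, cut at about 3.6% in these data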;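 note: 0% = DAX-1 cells with DMSO and 100% = cells lacking DAX-1 with DMSO; higher inhibition means more luminescence from relief of DAX-1 repression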
SMARCA2 act = SMARCA2 (BRM) function activators, primary screen, cell-based, luminescence, high throughput. MG213 cells, MMTV-luciferase reporter, dexamethasone, overnight. activation, % at 9.1 µM. hit rate 1% among 370,000; in the data active = activation above about 7.8%;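 note: 0% = vehicle wells and 100% = reference activator wells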
NPR1 activator = GC-A stimulated cGMP production enhancers – HEK293 GC-A cells, cGMP TR-FRET, EC30 ANP, primary screen. activation, % at 10 µM. hit rate 0.14% among 370,000. Atrial natriuretic peptide receptor 1 (Homo sapiens), P16066. 0% at EC30 ANP, 100% saturating ANP; in the data active = activation above about 40%
hcDAF-12 act = H. contortus DAF-12 nuclear receptor activators, primary screen, cell-based, luminescence, HEK293, lit1-tk-luc reporter | hit rate 1.4% among 370,000 | activation, % at 6.8 µM | HEK293 hcDAF-12 lit1-tk-luc reporter; 0% DMSO, 100% Δ7-dafachronic acid;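 active = activation above the mean of all tested compounds plus 3 SD, cut at about 5.5% in these data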;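 note: 100% = response to 3 µM Δ7-dafachronic acid high control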
* = called active by the depositor; nt = not tested or not shown. Rows are unselected (roughly 6.6% active in at least one column).

Molecule	DAX1 inh-2	ADAM10 inh	GC-B act	DAX1 inh-1	sPLA2-III inh	NPR1 activator	GAA850 FXN act	ssDAF12 agonist	SMARCA2 act	hgDAF-12 ag	hcDAF-12 act
Nc1ncnc2c1ncn2[C@@H]1O[C@H](C(=O)N2CCN(c3nc4ccccc4o3)CC2)[C@@H](O)[C@H]1O	-0.3	-14	2	nt	16	6	nt	-0.6	-5	0.3	-0.2
Cc1nc2ccccc2c(=O)n1Cc1ccc([N+](=O)[O-])cc1	-0.5	-6	-2	0.6	2	0	1.4	-1.2	-1	-1.1	-1.8
CS(=O)(=O)N(CC(=O)N1CCN(c2ccccc2)CC1)C1CCCCC1	0.7	-6	8	0.7	6	-4	0.1	-1.0	-7	0.1	-2.1
O=C(O)Cn1c(=O)c(-c2ccccc2)nc2ccccc21	0.4	-454	4	-1.3	-1	-2	-0.2	-0.9	5	3.7	1.7
CCn1c(=O)c2c3c(sc2n2c(SCc4ccc(F)cc4)nnc12)CCCC3	0.1	1	-2	1.3	18	-2	3.3	-1.0	2	-4.6	-0.7
N#Cc1ccc(NC(=O)Cn2c3[n+](c4ccc(C(F)(F)F)cc42)CCCCC3)cc1	1.1	-2	4	-0.6	-2	3	0.8	-0.9	-2	-1.2	-0.4
COc1ccc(C2(C(=O)Nc3nncs3)CCCC2)cc1	-0.5	-1	-4	1.0	-2	-3	3.2	-1.5	-2	0.2	-0.6
CCN(CC)S(=O)(=O)c1ccc(NCC2COc3ccccc3O2)c([N+](=O)[O-])c1 (centres undefined)	-1.2	16	-1	-1.7	1	5	1.1	-1.8	-2	-1.0	-2.4

More entries follow:
Molecule	DAX1 inh-2	ADAM10 inh	GC-B act	DAX1 inh-1	sPLA2-III inh	NPR1 activator	GAA850 FXN act	ssDAF12 agonist	SMARCA2 act	hgDAF-12 ag	hcDAF-12 act
C=C(C)Cn1c(NCCOC)nc2c1c(=O)[nH]c(=O)n2C	-0.2	-5	4	0.6	12	1	-0.6	-1.1	-3	0.0	-0.1
CC(/C=N/n1c(COc2ccccc2)n[nH]c1=S)=C\c1ccccc1	0.4	19	-4	2.7	-10	-3	3.4	-1.8	-1	-0.1	-0.6
COc1ccc(CN(C)C(=O)c2cccc(NS(=O)(=O)c3ccccc3)c2)c(OC)c1	-1.2	-7	3	2.0	-8	0	-0.3	-1.3	-1	-0.5	0.5
COc1cccc(C(=O)Nc2nnc(SCC(=O)NC3CC3)s2)c1	0.3	-6	1	0.3	1	2	2.0	-1.0	0	0.1	0.9
COc1cc2c(cc1OC)CN(C(=O)CCNS(=O)(=O)c1ccc(Br)cc1)CC2	-1.7	5	-5	-0.8	-2	0	1.2	-1.4	2	-0.7	0.2
Cc1cc(C(=O)CSc2n[nH]c(N)n2)c(C)n1-c1ccccc1	2.9	7	-1	2.5	1	1	8.9*	0.0	3	4.8	3.0
CNC(=S)Nn1cnc2ccccc21	0.0	4	5	1.2	3	-1	2.0	-2.0	4	-1.9	-2.1
CC1=C(C(=O)O)N2C(=O)C(NC(=O)c3nn(C)c(C)c3Cl)C2SC1 (centres undefined)	-0.1	3	9	1.0	5	4	-0.6	-1.1	6	2.9	-1.2

(further entries)
Molecule	DAX1 inh-2	ADAM10 inh	GC-B act	DAX1 inh-1	sPLA2-III inh	NPR1 activator	GAA850 FXN act	ssDAF12 agonist	SMARCA2 act	hgDAF-12 ag	hcDAF-12 act
O=c1c2c(nc3cc(-c4ccc(Br)cc4)[nH]n13)CCCC2	3.7*	-8	-1	6.3*	-6	-2	7.5	1.4*	6	14*	1.4
CCN(CC(=O)NCc1cccs1)C(=O)/C=C/c1ccc(Cl)c(Cl)c1	0.7	1	2	-0.2	-15	-5	0.2	-1.5	-1	0.0	0.4
CSc1ccccc1NC(=O)Nc1ccc(Cl)cc1	-0.8	7	2	-1.7	-13	3	2.5	-1.2	0	4.6	-1.1
O=C(/C=C/c1ccccc1)CC(O)(c1ccccc1)C(F)(F)F (centres undefined)	-3.0	4	-7	-2.6	-13	-3	-3.8	-2.3	-3	-4.2	-3.8
O=C(NC1CC1)c1ccc(CS(=O)c2ccccc2)o1 (centres undefined)	-0.5	-12	-2	2.9	5	2	-0.7	-0.9	-2	2.0	-3.0
COc1ccccc1-n1c(CNc2ccc(F)cc2)nnc1SCC(=O)Nc1cc(C)on1	-0.4	2	-1	-0.2	-7	-6	-1.7	-1.2	0	1.0	-0.3
CC(=O)Nc1cc(-c2ccccc2N(C)C)cn2c(-c3ccccc3)cnc12	0.0	-75	-3	nt	-6	1	-2.3	0.6	0	0.8	2.6
Clc1cccc(Nc2ncnc3c2cnn3-c2ccccc2)c1	-0.9	-24	-7	0.6	-30	8	2.4	-1.1	-1	6.4	-1.5

DAX1 inh-1, entries above that show a hit
molecule	DAX1 inh-2	ADAM10 inh	GC-B act	DAX1 inh-1	sPLA2-III inh	NPR1 activator	GAA850 FXN act	ssDAF12 agonist	SMARCA2 act	hcDAF-12 act
O=c1c2c(nc3cc(-c4ccc(Br)cc4)[nH]n13)CCCC2	3.7*	-8	-1	6.3*	-6	-2	7.5	1.4*	6	1.4

Sorted by value in NPR1 activator (ascending): some entries from above.
molecule,DAX1 inh-2,ADAM10 inh,GC-B act,DAX1 inh-1,sPLA2-III inh,NPR1 activator,GAA850 FXN act,ssDAF12 agonist,SMARCA2 act,hcDAF-12 act
O=c1c2c(nc3cc(-c4ccc(Br)cc4)[nH]n13)CCCC2,3.7*,-8,-1,6.3*,-6,-2,7.5,1.4*,6,1.4
O=C(NC1CC1)c1ccc(CS(=O)c2ccccc2)o1 (centres undefined),-0.5,-12,-2,2.9,5,2,-0.7,-0.9,-2,-3.0
CSc1ccccc1NC(=O)Nc1ccc(Cl)cc1,-0.8,7,2,-1.7,-13,3,2.5,-1.2,0,-1.1

More records:
Molecule	DAX1 inh-2	ADAM10 inh	GC-B act	DAX1 inh-1	sPLA2-III inh	NPR1 activator	GAA850 FXN act	ssDAF12 agonist	SMARCA2 act	hgDAF-12 ag	hcDAF-12 act
COc1ccc(S(=O)(=O)NCC2CCCN(C(=O)c3occc3C)C2)cc1 (centres undefined)	-0.3	12	-1	-0.9	1	-3	2.4	-1.0	2	-2.8	0.6
Cc1ccc(Br)cc1S(=O)(=O)Nc1cccnc1	0.0	-5	2	1.1	-6	1	2.3	-0.4	1	3.9	-0.1
CN(C(=O)COC(=O)c1ccccc1Cc1ccccc1)c1c(N)n(Cc2ccccc2)c(=O)[nH]c1=O	-1.3	-10	-1	-1.0	8	-5	-2.7	-0.8	0	0.3	-1.4
Nc1cccc(C(=O)OCC(=O)c2ccccc2)c1	1.7	6	-2	1.3	-4	8	4.0	-0.6	3	8.5	2.4
COc1ccc(-n2nnnc2/C=C\Nc2ccc(C)cc2)cc1	-0.3	6	-4	-0.5	-24	-2	0.5	-1.1	-3	0.0	0.3
COc1ccc(C(CC(=O)N2CCCC(C)C2)c2c(O)cc(OC)cc2OC)cc1 (centres undefined)	-0.2	-7	-2	-0.2	0	-4	1.7	-1.3	-1	1.3	-1.5
CS(=O)(=O)N(CCc1ccccc1)CC(=O)N1CCCC1	0.0	-8	8	-1.1	11	3	0.2	-0.4	-2	-1.7	-0.1
CN(C)S(=O)(=O)Oc1ccc(C(=O)Nc2cccc(C(F)(F)F)c2)cc1	-2.3	13	6	-4.1	-28	3	0.1	-2.4	-5	-3.9	-5.8

New compounds follow:
Molecule	DAX1 inh-2	ADAM10 inh	GC-B act	DAX1 inh-1	sPLA2-III inh	NPR1 activator	GAA850 FXN act	ssDAF12 agonist	SMARCA2 act	hgDAF-12 ag	hcDAF-12 act
COc1cc(F)cc(-c2ccc3c(c2)c(-c2cccs2)c(-c2cc(OC)cc(OC)c2)n3C)c1	0.3	-7	-12	-0.3	1	-5	-1.1	-1.0	0	-0.2	-2.9
Cc1ccccc1CN1CCC(n2nccc2NC(=O)c2ccc3c(c2)OCO3)CC1	-0.8	-1	-1	0.0	0	-6	-1.9	-0.8	-3	0.7	-0.9
Cc1cc2c(cc1S(=O)(=O)CCC(=O)N1CC(C)CC(C)C1)OCC(=O)N2 (centres undefined)	0.5	-5	-1	0.8	-1	-2	0.7	-1.0	1	-3.4	1.1
CCOc1ccc(NC(=O)CN2C(=O)C(C)SC(C)C2=O)cc1 (centres undefined)	0.2	1	3	-0.1	-4	1	1.1	-1.9	0	-0.3	-1.3
COc1ccc(NC(=O)COC(=O)C2C3CC4OC(=O)C2C4C3)cc1 (centres undefined)	0.5	9	2	-1.0	2	3	0.9	0.0	-1	1.7	-1.1
O=C(NCCc1ccc(Cl)cc1)c1ccc(S(=O)(=O)N2CCCC2)cc1	-1.5	-8	2	1.1	10	2	-1.2	-1.3	-3	2.0	-1.7
O=C1N[C@H](Cc2c[nH]c3ccccc23)COC(=O)[C@H](Cc2ccc(F)cc2)C/C=C\C[C@H]1CC(=O)N(CCO)Cc1ccccc1	-1.0	10	5	0.0	-66	3	-4.2	-1.0	-1	-0.2	2.7
COc1cc(/C=C/C(=O)OCc2cn3cc(Cl)ccc3n2)ccc1O	-0.8	-23	-3	0.2	-15	-9	0.2	-1.9	0	2.3	-0.4
COc1ccccc1CC(=O)c1ccc(OCc2ccccc2)cc1	0.3	12	3	1.0	-9	3	4.1	-1.5	2	2.3	-0.8
N=C1C(c2nc3ccccc3s2)=C(O)CN1Cc1ccco1	1.4	-27	-3	0.3	-1	39	0.0	-1.1	7	-0.3	5.5
CCOC(=O)N1CCC(NC(=O)C2CCN(c3nc(-c4ccc(OC)cc4)no3)CC2)CC1	-1.0	-4	0	1.0	8	1	-1.6	-1.1	-5	-0.5	-1.5
